Screening data as filed in PubChem BioAssay.
NLRP3 yeast inh: blocks the NALP3 inflammasome reconstituted in yeast | 330,000 compounds, 0.39% hits | Yeast reconstituted NLRP3/ASC/caspase-1, beta-gal luminescence, 24 h | inhibition, % at 10 µM;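 active = inhibition of 50% or more; inactive = inhibition below 50%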;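 also: plate controls were induced DMSO wells for no effect and uninduced yeast grown without galactose for full effect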
SENP7 inh: blocks the human protease SENP7. 330,000 compounds, 1.5% hits. Q9BQF6. recombinant SENP7, Z-RLRGG-aminoluciferin luminescence, 40 min. AID 434973. inhibition, % at 5 µM;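 active = inhibition above about 50% at the single test dose, limit read from the data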;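 also: plate controls were DMSO with enzyme for no effect and no enzyme buffer wells for full effect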
HKDC1 inhibitor: blocks human hexokinase HKDC1 activity. recombinant HKDC1, G6PDH/diaphorase resazurin coupled fluorescence. inhibition, % at 20 µM. 340,000 compounds, 0.16% hits. AID 493160;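 active = inhibition above about 35% when tested at 20 µM, limit read from the data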;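 also: plate controls were DMSO wells with enzyme for no effect and DMSO wells lacking enzyme for full effect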
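Test system: recombinant HKDC1 (HK5) hexokinase enzyme, produced in-house; Amount: enzyme 5 µg/mL final; Buffer or medium: Tris pH 8.0 buffer with MgCl2, Tween-20, BSA, BME; Reagent: glucose and ATP substrates; Doses: 20 µM test compound, 1% DMSO; Incubation: 90 min reaction incubation at room temperature, dark; Detection: resorufin fluorescence at 613 nm.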
Apaf-1 inh: inhibitors of human Apaf-1 apoptosome; reconstituted apoptosome caspase-3 activity, DEVD-Rh110 fluorescence; inhibition, % at 20 µM; 330,000 compounds, 0.71% hits; AID 489030; active = inhibition of at least 40% at 20 µM;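 also: plate controls were DMSO wells for no effect and DEVD-CHO caspase inhibitor wells for full effect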
Target sequence (O14727 whole entry, looked up): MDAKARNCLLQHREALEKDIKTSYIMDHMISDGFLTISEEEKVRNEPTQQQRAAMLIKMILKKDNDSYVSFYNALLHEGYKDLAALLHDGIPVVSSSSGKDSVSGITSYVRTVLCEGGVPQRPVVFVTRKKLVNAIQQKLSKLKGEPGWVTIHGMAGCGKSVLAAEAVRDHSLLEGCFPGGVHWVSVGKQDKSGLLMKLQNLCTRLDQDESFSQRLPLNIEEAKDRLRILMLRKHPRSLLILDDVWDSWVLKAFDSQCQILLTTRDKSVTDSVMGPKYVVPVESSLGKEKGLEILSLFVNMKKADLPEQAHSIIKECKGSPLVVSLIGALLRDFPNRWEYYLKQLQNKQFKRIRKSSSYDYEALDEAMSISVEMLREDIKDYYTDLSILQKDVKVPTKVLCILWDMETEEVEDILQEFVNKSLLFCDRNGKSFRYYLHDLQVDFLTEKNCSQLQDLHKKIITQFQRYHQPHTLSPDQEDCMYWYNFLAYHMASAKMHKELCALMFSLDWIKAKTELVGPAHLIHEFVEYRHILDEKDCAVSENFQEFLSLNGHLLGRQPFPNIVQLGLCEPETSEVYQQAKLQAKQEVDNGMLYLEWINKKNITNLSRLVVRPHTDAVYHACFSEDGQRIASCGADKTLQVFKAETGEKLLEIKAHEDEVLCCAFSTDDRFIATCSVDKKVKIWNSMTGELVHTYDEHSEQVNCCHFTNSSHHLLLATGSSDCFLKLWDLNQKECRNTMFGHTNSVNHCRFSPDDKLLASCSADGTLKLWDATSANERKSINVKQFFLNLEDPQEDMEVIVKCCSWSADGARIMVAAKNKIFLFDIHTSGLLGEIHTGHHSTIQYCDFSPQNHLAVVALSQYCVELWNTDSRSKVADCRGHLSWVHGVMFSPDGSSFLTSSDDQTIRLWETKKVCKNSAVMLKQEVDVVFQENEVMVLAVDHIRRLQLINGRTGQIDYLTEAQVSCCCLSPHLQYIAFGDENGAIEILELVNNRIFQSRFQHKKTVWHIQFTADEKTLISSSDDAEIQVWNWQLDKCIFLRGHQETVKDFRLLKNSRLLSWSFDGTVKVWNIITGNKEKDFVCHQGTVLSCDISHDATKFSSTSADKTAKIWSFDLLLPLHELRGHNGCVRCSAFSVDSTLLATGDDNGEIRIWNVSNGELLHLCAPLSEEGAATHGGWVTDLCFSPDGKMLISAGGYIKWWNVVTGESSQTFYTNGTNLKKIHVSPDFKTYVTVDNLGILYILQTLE
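Material: cell-free apoptosome with Apaf-1, procaspase-3 and caspase-9; Buffer or medium: Hepes pH 7.5 with detergent and BSA; Reagent: cytochrome c trigger plus (Z-DEVD)2-Rh110 caspase-3 substrate; Times: compound with Apaf-1, dATP, procaspase-3 30 min, then 50 min reaction, room temperature; Technique: Rh110 fluorescence intensity.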
SENP8 block-1: SENP8 protease inhibition | Q96LD8 | purified SENP8, Z-RLRGG-aminoluciferin cleavage, luminescence | inhibition, % at 10 µM | 330,000 compounds, 1.2% hits | AID 2540; in the data active = inhibition above about 50%
SENP6 block: SENP6 protease inhibition. Q9GZR1. Recombinant SENP6 catalytic domain, aminoluciferin luminescence. inhibition, % at 10 µM. 330,000 compounds, 1.8% hits. AID 2599;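 active = inhibition above about 50% at the single tested dose, limit read from the data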;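 also: plate controls were DMSO wells with enzyme for no effect and DMSO wells lacking enzyme for full effect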
SENP8 block-2: inhibitors of human SENP8 protease. recombinant SENP8, Nedd8 substrate fluorescence. 360,000 compounds, 0.64% hits. inhibition, % at 20 µM. Q96LD8. AID 602440; in the data active = inhibition mostly above about 40%, no sharp cut-off; inactive = mostly below about 27%
SENP1 inh: SENP1 (human) catalytic domain inhibition; Q9P0U3; recombinant SENP1 catalytic domain, CyPet-SUMO1-YPet FRET cleavage; inhibition, % at 10 µM; 360,000 compounds, 0.21% hits; AID 624204;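 active = inhibition at least 30% at 10 µM, raw YFP signal under a set limit, fluorescence ratio 0.5 to 1.5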;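 also: 0% = enzyme with DMSO and 100% = no enzyme wells; some results filed as inactive read as strong as hits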
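Test system: recombinant human SENP1 catalytic domain, His6-tagged / Medium: pH 8 Tris buffer with EDTA, NaCl, BME, BSA, NP40, catalase / Also added: SUMO1 FRET substrate flanked by Cypet and Ypet, 25 nM / Times: 50 min reaction at room temperature / Signal: FRET, CFP and YFP emission / Control set: no-enzyme low control and enzyme-plus-DMSO high control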
PfG6PD inh: PfG6PD (Plasmodium falciparum) enzyme inhibition | 350,000 compounds, 0.78% hits | AID 504690 | inhibition, % at 20 µM | PfGluPho enzyme, NADPH resazurin-diaphorase fluorescence;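 active = inhibition reaching at least a set limit at 20 µM in the primary screen, cut at about 59% in these data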;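 also: 0% = DMSO wells with substrate and 100% = DMSO wells lacking glucose-6-phosphate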
Active calls of the source: *; i = inactive; . = no result given.

SMILES	NLRP3 yeast inh	SENP7 inh	HKDC1 inhibitor	Apaf-1 inh	SENP8 block-1	SENP6 block	SENP8 block-2	SENP1 inh	PfG6PD inh
O=C(Nc1cccc(-c2ccc(N3CCCCC3)nn2)c1)c1ccc(Br)o1	17.5	82.8*	9.6	30.6	76.1*	88.6*	-41.8	-3.1	10.3
CC(/C=C/c1ccccc1)=N\NC(=O)Cn1cncn1	-10.3	1.4	-3.5	-19.2	-4.7	-17.1	37.2	4.4	-7.4
CC(=O)OCC1OC(n2c(S)c(C#N)c(-c3ccccc3)c(C#N)c2=O)C(OC(C)=O)C(OC(C)=O)C1OC(C)=O (stereo not given)	.	.	-0.3	.	.	.	-126.9	-33.7	66.4*
CCN=C1SC(C(=O)Nc2cccc(OCC)c2)CC(=O)N1CC (stereo not given)	11.6	1.7	-2.3	4.4	-5.7	-25.9	16.0	0.4	-0.2
Oc1ccc(/C=N/N2CCOCC2)c(O)c1O	13.4	-7.8	1.2	21.2	-1.9	14.1	63.2*	4.3	86.9*
COc1ccc(C2=NCCc3cc(OC)c(OC)cc32)cc1	4.4	9.4	-0.8	6.4	1.9	6.7	-155.4	-0.4	-19.5
CCOC(=O)c1sc(N(Cc2ccccc2)C(=O)COC(=O)c2ccc(O)cc2)nc1C	12.4	-9.7	16.8	23.1	-12.3	-11.8	18.6	-9.2	21.8
C/C(N)=C(/C#N)C(=O)COc1ncnc2ccc(Br)cc12	15.1	7.9	-4.4	2.0	2.6	-2.0	27.6	-2.4	-5.6
COc1ccc(CSc2nnc(N)s2)cc1F	23.6	6.3	3.4	-2.2	-1.4	-14.2	18.2	-3.5	-6.8
COc1ccc(C(=O)OCC(=O)N(C)C2CCS(=O)(=O)C2)cc1S(=O)(=O)N(C)Cc1ccccc1 (stereo not given)	2.3	9.5	-6.7	-3.2	0.9	-14.1	6.7	4.3	-0.6
CCOc1ccc(/C=C(\C(=O)O)c2ccc(S(=O)(=O)N3CCCCC3)s2)cc1OC	7.0	-9.5	3.9	-1.8	-0.3	-15.5	-251.2	-135.0	-12.1
CCCN1CCN(CCCNC(=O)C2CCN(c3nnc(-n4cccc4)s3)CC2)CC1	3.4	-4.6	-7.1	19.7	-6.1	-10.1	13.1	0.3	-5.7
CCCOn1nnnc1-c1ccccc1	-38.8	7.7	-4.0	0.4	-2.0	10.2	15.0	1.1	0.7
CSc1ccc(Cl)c(C(=O)Nc2ccc(OCC(N)=O)cc2)c1	10.2	4.0	-4.0	-17.8	0.8	-13.6	10.8	3.5	-0.1
COCCCNC(=O)c1ccc(C2SCC(=O)N2Cc2ccco2)cc1 (stereo not given)	-9.5	-3.5	-3.3	1.7	-6.6	-7.9	5.3	1.8	-2.5

An excerpt from above in order of molecular weight, smallest number first:
SMILES	NLRP3 yeast inh	SENP7 inh	HKDC1 inhibitor	Apaf-1 inh	SENP8 block-1	SENP6 block	SENP8 block-2	SENP1 inh	PfG6PD inh
CCCOn1nnnc1-c1ccccc1	-38.8	7.7	-4.0	0.4	-2.0	10.2	15.0	1.1	0.7
CC(/C=C/c1ccccc1)=N\NC(=O)Cn1cncn1	-10.3	1.4	-3.5	-19.2	-4.7	-17.1	37.2	4.4	-7.4
CCN=C1SC(C(=O)Nc2cccc(OCC)c2)CC(=O)N1CC (stereo not given)	11.6	1.7	-2.3	4.4	-5.7	-25.9	16.0	0.4	-0.2

New compounds follow:
SMILES	NLRP3 yeast inh	SENP7 inh	HKDC1 inhibitor	Apaf-1 inh	SENP8 block-1	SENP6 block	SENP8 block-2	SENP1 inh	PfG6PD inh
O=C1CNC(=O)/C1=C/c1ccccc1	0.5	1.2	-4.6	-7.0	-2.6	-4.5	4.9	-0.9	-18.3
CCOCCCNC(=O)c1ccc(CS(=O)(=O)Cc2cccc(C)c2)o1	21.3	9.9	-5.0	-15.5	-1.1	-36.4	13.9	-0.2	-3.9
Cc1ccc(NC(=O)CSc2nnc(-c3ccccn3)n2C)cc1	5.6	13.0	-6.7	4.6	9.0	26.7	9.3	0.9	-1.3
COc1cc(CNC(C)c2ccccc2)cc(Cl)c1OCC(=O)Nc1ccccc1 (stereo not given)	53.0*	4.9	-3.8	15.5	-1.2	-4.4	4.0	1.0	6.0
CCOC(=O)c1cc2c(C)n(-c3ccc(N(C)C)cc3)c(C)c2cc(C(=O)OCC)c1=O	19.1	7.8	-0.6	19.9	7.8	-0.9	18.6	6.9	13.3
OCC1(CCOc2ccccc2)CCN(Cc2cn[nH]c2-c2ccccc2)CC1	-5.4	5.6	-0.6	-3.8	3.0	15.9	-1.3	2.4	-5.7
O=C(NCCCOc1cccc(CN2CCCCC2)c1)c1ccc(Cl)c(Cl)c1	-18.5	0.5	-6.1	20.3	-8.3	-6.1	11.3	0.3	8.0
CCNc1ccc(S(=O)(=O)N2CCCCC2)cn1	0.1	-2.4	-6.3	1.9	9.1	12.8	-8.3	1.0	5.2
COC(=O)c1c(-c2ccccc2)csc1NC(=O)C1CC=CCC1C(=O)O (stereo not given)	4.1	-2.9	9.7	10.0	-2.0	-9.9	10.2	2.3	-4.7
Cc1csc(NC(=O)CSc2nsc(SCC(=O)Nc3nc(C)cs3)c2C#N)n1	16.4	-6.8	0.4	-4.7	2.8	-1.4	12.7	4.3	-0.9
CCOc1ccc(-c2cc(C(=O)OC)[nH]n2)cc1	-0.9	19.7	2.9	-0.9	21.6	-27.2	13.2	-10.7	0.1
CN(c1ccccc1)c1ccc(/C=C/[N+](=O)[O-])cc1	.	.	32.7	.	.	.	16.3	9.8	45.9
CC1CCN(S(=O)(=O)c2ccc(C(=O)Nc3ncccc3O)cc2)CC1	11.9	3.6	5.1	7.1	7.1	8.2	-2.0	-105.2	-13.2
Clc1ncnc2[nH]ccc12	.	.	-2.6	.	.	.	-6.9	-6.4	-0.2
Cc1oc(-c2cccc(Cl)c2)nc1CS(=O)(=O)CC(=O)NC1CCCC1	9.7	9.1	3.6	8.0	-8.7	-13.2	8.3	1.4	-15.3

Next section; the last 4 above are carried over.
SMILES	NLRP3 yeast inh	SENP7 inh	HKDC1 inhibitor	Apaf-1 inh	SENP8 block-1	SENP6 block	SENP8 block-2	SENP1 inh	PfG6PD inh
CN(c1ccccc1)c1ccc(/C=C/[N+](=O)[O-])cc1	.	.	32.7	.	.	.	16.3	9.8	45.9
CC1CCN(S(=O)(=O)c2ccc(C(=O)Nc3ncccc3O)cc2)CC1	11.9	3.6	5.1	7.1	7.1	8.2	-2.0	-105.2	-13.2
Clc1ncnc2[nH]ccc12	.	.	-2.6	.	.	.	-6.9	-6.4	-0.2
Cc1oc(-c2cccc(Cl)c2)nc1CS(=O)(=O)CC(=O)NC1CCCC1	9.7	9.1	3.6	8.0	-8.7	-13.2	8.3	1.4	-15.3
CCOC(=O)C1=C(C)N(C)C(=S)N(C)C1c1ccc(OC)cc1 (stereo not given)	-3.6	-6.3	1.2	4.5	-3.1	-10.3	10.2	0.9	13.7
CCc1nnc(NC(=O)c2ccc(COc3ccc(C)cc3)o2)s1	22.0	-0.7	8.1	4.6	-2.7	-16.9	-5.1	0.6	-19.2
CC12CCC(C(=O)Nc3ncc([N+](=O)[O-])s3)(OC1=O)C2(C)C (stereo not given)	20.6	14.6	-4.8	-9.9	5.5	3.5	15.7	-15.4	5.2
O=C(Cn1cnc(S(=O)(=O)N2CCCC2)c1)Nc1cccc(F)c1	4.1	1.7	-4.7	-4.7	9.2	12.8	4.5	3.5	1.6
CC(=O)Nc1ccc(S(=O)(=O)Nc2ccccn2)cc1	-0.1	-2.5	-8.9	0.1	7.2	6.6	-55.3	1.4	-2.4
N#CC(c1cccc(Cl)c1)c1ccc2c(C(F)(F)F)cc(C(F)(F)F)nc2n1 (stereo not given)	12.5	-3.7	-1.9	15.6	-11.7	3.5	37.4	4.6	-26.1
CN(C)CCCNc1nc(N)c([N+](=O)[O-])c(NCCO)n1	10.7	-2.7	2.1	-14.9	3.1	-6.1	20.2	2.7	-7.6
COc1cccc(N(C(=O)Cn2nnc(-c3ccc(C)o3)n2)C(C(=O)NC2CCCC2)c2ccncc2)c1 (stereo not given)	6.1	-11.5	-0.3	0.7	-4.9	-34.0	13.5	0.5	2.1
O=C(NCc1cccnc1)c1cccc(S(=O)(=O)N2CCCC2)c1	12.9	4.9	-6.5	1.0	1.7	-12.4	2.0	0.0	-3.1
COc1cccc(C(=O)CC(=O)C(=O)Nc2cccc([N+](=O)[O-])c2C)c1	11.9	-2.1	-5.9	3.9	-3.1	0.2	22.7	1.3	-15.7
COC(=O)[C@H](Cc1ccccc1)NC(=O)NCc1ccc(S(N)(=O)=O)cc1	8.1	-2.9	-8.7	-1.0	-11.4	-0.3	10.3	-0.5	-8.7
COc1ccc2nc(/N=C(\N)NC(=O)C(C)(C)C)nc(C)c2c1	8.3	0.7	5.1	14.6	-8.7	-12.6	i	-8.9	11.9
CC(C)CNC(=O)NC(=O)CSc1nc2ccccc2n1CC(C)C	12.4	5.9	-2.6	23.3	4.4	-14.9	14.6	-1.2	11.7
COc1cccc(CNC(=O)CN2C(=O)CC(c3ccccc3)=Nc3ccccc32)c1	-5.3	-3.1	10.8	2.6	-13.7	-4.4	14.3	2.2	-0.7
O=C1C(Cl)=C(NCc2ccco2)C(=O)c2ccccc21	.	.	-28.8	.	.	.	46.3*	1.7	-109.4
CC(C)c1ccc(NC2CCCN(C(=O)c3cccc(N4CCNC4=O)c3)C2)cc1 (stereo not given)	15.6	-9.9	-1.0	2.5	-7.5	-16.2	-12.1	0.2	9.7
COc1ccccc1C1/C(=C(\O)c2ccc3c(c2)OCCO3)C(=O)C(=O)N1CCCn1ccnc1 (stereo not given)	6.0	6.9	-3.7	45.0*	-3.0	10.9	31.2	2.1	-26.6
CCOc1ccc2oc(C(=O)NCc3nc4ccccc4[nH]3)c(C)c2c1	21.5	12.0	-0.3	18.3	-7.2	-16.2	-256.8	-7.8	-5.9
CC(CCc1ccccc1)NC(=O)C(=O)c1c[nH]c2ccccc12 (stereo not given)	26.0	1.4	-0.9	-1.5	1.1	14.5	-4.0	1.2	12.2
CCOC(=O)C(Nc1ccc2ccccc2c1)C(=O)OCC	21.0	3.6	29.8	36.4	-11.0	21.9	-240.9	-7.6	41.2
O=C(Nc1ccc(S(=O)(=O)NCC2CCCO2)cc1)c1ccccc1 (stereo not given)	8.6	0.1	3.8	14.8	-3.4	15.5	11.2	0.3	-16.0
CC(=O)Nc1ccc(S(=O)(=O)NC2(C(F)(F)F)NC(=O)N(CC(C)C)C2=O)cc1 (stereo not given)	8.4	1.4	-9.2	-1.5	-9.7	16.2	13.6	-0.2	-9.7
